LDHA block: inhibitors of human lactate dehydrogenase A | purified LDHA, NADH/diaphorase-resazurin fluorescence; hits give low values | activity change, % (values are at about 110 or 230 µM) | hit rate 0.15% among 480,000 | AID 1347041; in the data active = activity change below about -30%;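 also: plate controls were DMSO wells for no effect and wells without enzyme for full effect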
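LDH5 2 nM; NADH 0.06 mM, pyruvate 0.2 mM; 200 mM Tris pH 7.4, EDTA, Tween-20; 5 min RT. Detection: diaphorase 0.133 mg/mL + resazurin 37 µM, fluorescence ex540/em590 at 0 and 20 min; normalized to enzyme-free and DMSO wells.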
The depositor's hits bear a star.

COc1ccccc1NC(=O)CC1C=CCC1 (configuration not stated) was read as LDHA block -12.4.
For CCOc1ccc2c(=O)c(-c3ccccc3OC)c(C(F)(F)F)oc2c1 the results were LDHA block -9.5.
For Brc1ccc(-c2noc(C34CC5CC(CC(C5)C3)C4)n2)cc1 the results were LDHA block -11.5.
Screening O=C(Nc1cccc(C(=O)O)c1O)c1ccco1 returned LDHA block 13.6.
`O=C(Nc1ccc(Br)cc1)c1nc2ccccc2nc1N1CCCC1` gave LDHA block 13.6.
For O=c1c2ccccc2c(-c2ccccc2)nn1-c1cc(N2CCNCC2)ccc1[N+](=O)[O-] the results were LDHA block -0.1.
`FC(F)(F)c1cccc(-n2nnnc2C2(NC3CCCCC3)CCCC2)c1` gave LDHA block -1.4.
Screening COc1ccc(C2(c3ccc(OC)cc3)C=Cc3c(c(OC)cc4ccccc34)O2)cc1 returned LDHA block -3.6.
`CC(C)(C)S(=O)CCC(=O)O` (configuration not stated) gave LDHA block 6.4.
Cc1cc2cc(C(=O)O)ccc2o1 was read as LDHA block -3.0.
Screening Cc1nn(CC(=O)NCC(C)N2CCCC2)c(=O)c2ccccc12 (configuration not stated) returned LDHA block -19.6.
`Cc1ccc2c(CSc3nnnn3C3CC3)cc(=O)oc2c1C` gave LDHA block -2.2.
For COc1cccc(NC(=O)CSc2ncc(-c3ccc(F)cc3)o2)c1 the results were LDHA block -5.5.
For CCCCCNC(=O)C1C(=O)Nc2ccccc2C(=O)N1c1c(C)cccc1C (configuration not stated) the results were LDHA block -12.6.
`Fc1ccc(-n2c(Cc3ccccc3)nnc2SCc2ccc(Br)cc2)cc1` gave LDHA block 11.5.

A draw from above in order of count of non-hydrogen atoms, rising.
`CC(C)(C)S(=O)CCC(=O)O` (configuration not stated) gave LDHA block 6.4.
`O=C(Nc1ccc(Br)cc1)c1nc2ccccc2nc1N1CCCC1` gave LDHA block 13.6.
For CCOc1ccc2c(=O)c(-c3ccccc3OC)c(C(F)(F)F)oc2c1 the results were LDHA block -9.5.

Next part
Screening CCOCCn1c(-n2nc(C)cc2C)nc2c1c(=O)n(CCc1ccccc1)c(=O)n2C returned LDHA block 9.0.
For Cc1ccccc1-n1nnc(C(=O)NC2CCCCC2)c1N the results were LDHA block 2.3.
For CCOc1ccc(Nc2nc3ccccc3nc2NS(=O)(=O)c2ccc(F)cc2)cc1 the results were LDHA block 9.8.
`CCc1ccc(CNCc2ccco2)cc1` gave LDHA block -3.3.
Cc1c(OCc2nnc(SC(C)C(=O)Nc3ccc4c(c3)OCO4)n2C)ccc2ccccc12 (configuration not stated) was read as LDHA block 3.4.
Screening COc1ccc(N(Cc2cc(CN3CCOCC3)cs2)S(=O)(=O)c2cc(C)cc(C)c2)cc1 returned LDHA block 3.0.
`O=C(O)CCCC(=O)N1CCN(c2ccc(Cl)c(Cl)c2)CC1` gave LDHA block -1.8.
COc1ccc(NC(=O)COCC(=O)N(c2ccccc2)c2ccccc2)cc1 was read as LDHA block 10.2.
CCOc1cc(/C=C/C(=O)O)ccc1OCc1ccc2ccccc2c1 was read as LDHA block 0.4.
COc1ccc2nc(-c3ccc4c(c3)OCO4)cc(C(=O)NCCN3CCOCC3)c2c1 was read as LDHA block 23.2.
For Cc1cc(Cl)ccc1OCC(=O)OCC(=O)Nc1ccccc1Br the results were LDHA block 4.6.
Screening Cc1cccc(NC(=O)c2ccc3c(c2)NC(=O)CS3)c1 returned LDHA block 4.2.
For Cc1ccc(NC(=O)CN(Cc2cccs2)CC2CCCO2)cc1 (configuration not stated) the results were LDHA block 2.7.
For Cn1c(=O)[nH]c(=O)c2c1nc(N1CCCCC1)n2CC(O)c1ccccc1 (configuration not stated) the results were LDHA block 23.1.
`COc1cc(NC(=O)c2ncoc2-c2cccs2)cc(OC)c1` gave LDHA block 12.7.
COc1ccc(COCC(O)CNC(=O)CC(C)C)cc1 (configuration not stated) was read as LDHA block 2.6.
For O=C(CC1Sc2ccc(C(F)(F)F)cc2NC1=O)NOC1CCCCO1 (configuration not stated) the results were LDHA block 1.9.
COc1cccc(N2C(=O)c3ccccc3C2=O)c1 was read as LDHA block -2.6.
Screening Cc1cccc(-c2nc(Cn3nc(C)c4c(C)onc4c3=O)c(C)o2)c1 returned LDHA block -6.7.
For CSCC(=O)NCc1sccc1C the results were LDHA block 3.2.
For CCOC(=O)NC(C(=O)NCCc1ccccc1)C(C)C (configuration not stated) the results were LDHA block 5.3.
`Cn1c(=O)c2c(ncn2CCCC(=O)Nc2ccc(I)cc2)n(C)c1=O` gave LDHA block -5.1.
`COc1ccccc1C(C)NC(=O)CSC(C)c1ccccc1` (configuration not stated) gave LDHA block 3.2.
COc1cccc(-c2[nH]nc3c2C(c2ccc(O)cc2)C(C#N)=C(N)O3)c1 (configuration not stated) was read as LDHA block 0.1.
`CCc1ccc(/C=C/C(=O)NCc2ccco2)o1` gave LDHA block -3.6.
For OCC1(CO)CCCC12COC(c1ccccc1)OC2 (configuration not stated) the results were LDHA block -7.7.
Screening CCCCCCCNC(=O)CCC(=O)NCCCOCCCC returned LDHA block 4.6.
Cc1ccc(Cn2cc(CN3CC(N4CCCC4)CS3(=O)=O)nn2)cc1 (configuration not stated) was read as LDHA block -6.0.
`CCOc1ccc(N/C=C/C(=O)c2ccc(C)cc2)cc1` gave LDHA block -1.4.
`CC(NC(=O)C1CCCc2ccccc21)c1cccc(Cl)c1` (configuration not stated) gave LDHA block 2.7.
For Cc1ccc(Cl)cc1NC(=O)C1CC(=O)N(C2CCCCC2)C1 (configuration not stated) the results were LDHA block 10.3.
Screening CCCn1c(=O)n(CC(=O)Nc2ccc(F)cc2F)c(=O)c2c1nc(C)n2CCOC returned LDHA block 9.1.
Screening CN1CCN(S(=O)(=O)c2ccc(N(C)CCOc3ccc(Cl)cc3)nc2)CC1 returned LDHA block -22.2.
For COc1ccc(-n2c3c(cc(C#N)c2=O)C(=O)CC(C)(C)C3)cc1Cl the results were LDHA block 10.2.
Screening Fc1ccc(N/N=C/c2ccc(Cl)cc2Cl)c(F)c1 returned LDHA block 3.0.
O=C(Nc1ccc(F)cc1)C(c1ccnc2ccccc12)N1CCN(c2cccc(C(F)(F)F)n2)CC1 (configuration not stated) was read as LDHA block 3.6.
`O=C(Nc1ccc(N2CCOCC2)c(Cl)c1)c1cccc2ccccc12` gave LDHA block 6.3.
Screening COc1cc(/C=C(\C#N)C(=O)c2ccccc2)ccc1OCc1ccccc1 returned LDHA block -1.2.
`OCC1CCN(CCCOCCc2ccccc2)CC1` gave LDHA block -15.9.
Screening CN(CC(=O)Nc1ccc(Cl)cc1)Cc1ncc(-c2ccc(F)cc2)o1 returned LDHA block -5.8.
CC[N+](CC)(CC#Cc1ccccc1)CC(=O)C(C)(C)C was read as LDHA block 0.7.
Screening O=C(NC(C1CC1)C1CC1)c1ccc(Cl)cc1 returned LDHA block 0.7.
Screening COCCCn1c(C(C)Oc2ccc(C(C)(C)C)cc2)n[nH]c1=S (configuration not stated) returned LDHA block -2.0.
`CC(C)(C)c1ccc(/C=C2\CCc3ccccc3C2=O)cc1` gave LDHA block 2.8.
`CCN1CCN(c2ccccc2NC(=O)CCc2nc(-c3ccsc3)no2)CC1` gave LDHA block 6.1.
`Cc1ccc(N/N=C/c2cccc(C(F)(F)F)c2)cc1Cl` gave LDHA block 3.6.
Screening Cc1cc(NC(=O)NCC2CCN(CCc3ccc(F)cc3)CC2)ccc1Br returned LDHA block 7.4.
Screening O=C(Nc1ccc(-c2noc(-c3ccc(Cl)cc3)n2)cc1)c1ccco1 returned LDHA block 0.6.
Cc1c(C)c2ccc(OCC(=O)C(C)(C)C)c(C)c2oc1=O was read as LDHA block 2.2.
For CC(Oc1ccc(-c2ccc(C#N)cc2)cc1)C(=O)c1cccc(Cl)c1 (configuration not stated) the results were LDHA block 4.1.
Screening N#Cc1nc(-c2ccccc2)oc1NCc1ccccc1 returned LDHA block 3.0.
Cc1ccc(NC(=O)c2cc(=O)c3cc(C)ccc3o2)c(C)c1 was read as LDHA block 5.8.
N#CCCn1cc(C(=O)CN2C(=O)NC3(CCOc4ccccc43)C2=O)c2ccccc21 (configuration not stated) was read as LDHA block 6.8.
`Cc1csc(NC(=O)Cc2ccc3ccccc3c2)n1` gave LDHA block 4.2.
CC(C)C(=O)N1CCN(C(=O)c2cc(C3CC3)nc3ccccc23)CC1 was read as LDHA block 19.9.
For Cc1cnc(C(=O)Oc2ccc3oc4ccccc4c3c2)cn1 the results were LDHA block 1.3.
For CCNC(=O)CN1CCN(C(C(=O)O)c2c[nH]c3cc(OCc4ccccc4)ccc23)CC1 (configuration not stated) the results were LDHA block 0.4.
Screening NC(=O)c1ccsc1NC(=O)COc1ccc2c(c1)CCC2 returned LDHA block 10.7.
For CCn1nc(C(=O)OC(C(=O)NC(N)=O)C(C)C)c2ccccc2c1=O (configuration not stated) the results were LDHA block -0.3.
`CCCCCCN1CCN(C2CN(Cc3cn(Cc4ccc(Cl)cc4)nn3)S(=O)(=O)C2)CC1` (configuration not stated) gave LDHA block 0.8.
Screening Cc1ccc(C)c(N2CCN(S(=O)(=O)c3c(C)nc4scc(C)n4c3=O)CC2)c1 returned LDHA block -4.8.
`O=C(NCCc1c[nH]c2ccc(Cl)cc12)c1cccc(F)c1F` gave LDHA block -1.2.
Screening O=C(Cn1ccc2ccc(Cl)cc21)Nc1ccc(O)cc1 returned LDHA block 8.5.
Screening Cc1cc(C)c2c(C(=O)O)cc(-c3cccnc3)nc2c1 returned LDHA block 10.5.
For Cc1ccc(NC(=O)Cn2c(-n3nc(C)cc3C)nc(-c3ccccc3)cc2=O)cc1 the results were LDHA block 1.4.
`Cc1ccccc1OCC(O)CN(Cc1ccccc1)Cc1ccccc1` (configuration not stated) gave LDHA block -3.4.
`COc1ccc(C(C)=O)cc1COC(=O)C12CC3CC(CC(Br)(C3)C1)C2` gave LDHA block 10.5.
For O=C(O)c1cnc(/C=C/c2cc(Cl)c3c(c2)OCO3)s1 the results were LDHA block 1.2.
CN(CC(=O)NC1(C#N)CCCC1)Cc1ccc(C(F)(F)F)cc1 was read as LDHA block -1.8.
For O=C(CN1CCN(CC(=O)Nc2ccccc2C(=O)c2ccccc2)CC1)Nc1cccc(F)c1 the results were LDHA block -0.3.
`CCOC(=O)Cc1ccc(NC(=O)Nc2cccc(OCc3cc(=O)n4ccc(C)cc4n3)c2)cc1` gave LDHA block 9.2.
For O=C(NC1CCCc2ccccc21)C12CC3CC(CC(Cl)(C3)C1)C2 (configuration not stated) the results were LDHA block 7.0.
`COc1ccc(Cn2c(Oc3ccc(C)c(C)c3)nc3c2c(=O)n(C)c(=O)n3C)cc1` gave LDHA block 0.4.
CN1CCN(C(=O)c2ccc(CNC(=O)c3cc4cc(F)ccc4[nH]3)cc2)CC1 was read as LDHA block -0.7.
For CN(C)CCNC(=S)NC(c1ccc2c(c1)CCC2)c1cccs1 (configuration not stated) the results were LDHA block -12.4.
Cc1cc(/C=C(\C#N)c2ccc(F)cc2)c(C)n1C was read as LDHA block 2.4.
Screening Cc1ccc(Nc2nc(-c3ccc(C)cc3)c(C)s2)cc1 returned LDHA block 5.7.
CC(C)COc1ccccc1N was read as LDHA block 5.9.
`C/C(=N/Nc1ccc(S(N)(=O)=O)cc1[N+](=O)[O-])c1ccc(Br)cc1` gave LDHA block -12.5.
Screening CCN(Cc1ccc2c(c1)OCO2)C(=O)NC(c1ccc2c(c1)OCCCO2)C(C)C (configuration not stated) returned LDHA block -6.5.
`COc1ccc(C(=O)COC(=O)c2c(Cl)cccc2Cl)c(OC)c1` gave LDHA block 6.5.

Structural class: those above containing an aryl methoxy group (17)
COc1ccccc1NC(=O)CC1C=CCC1 (configuration not stated) was read as LDHA block -12.4.
For CCOc1ccc2c(=O)c(-c3ccccc3OC)c(C(F)(F)F)oc2c1 the results were LDHA block -9.5.
Screening COc1ccc(C2(c3ccc(OC)cc3)C=Cc3c(c(OC)cc4ccccc34)O2)cc1 returned LDHA block -3.6.
For COc1cccc(NC(=O)CSc2ncc(-c3ccc(F)cc3)o2)c1 the results were LDHA block -5.5.
Screening COc1ccc(N(Cc2cc(CN3CCOCC3)cs2)S(=O)(=O)c2cc(C)cc(C)c2)cc1 returned LDHA block 3.0.
COc1ccc(NC(=O)COCC(=O)N(c2ccccc2)c2ccccc2)cc1 was read as LDHA block 10.2.
COc1ccc2nc(-c3ccc4c(c3)OCO4)cc(C(=O)NCCN3CCOCC3)c2c1 was read as LDHA block 23.2.
`COc1cc(NC(=O)c2ncoc2-c2cccs2)cc(OC)c1` gave LDHA block 12.7.
COc1ccc(COCC(O)CNC(=O)CC(C)C)cc1 (configuration not stated) was read as LDHA block 2.6.
COc1cccc(N2C(=O)c3ccccc3C2=O)c1 was read as LDHA block -2.6.
`COc1ccccc1C(C)NC(=O)CSC(C)c1ccccc1` (configuration not stated) gave LDHA block 3.2.
COc1cccc(-c2[nH]nc3c2C(c2ccc(O)cc2)C(C#N)=C(N)O3)c1 (configuration not stated) was read as LDHA block 0.1.
For COc1ccc(-n2c3c(cc(C#N)c2=O)C(=O)CC(C)(C)C3)cc1Cl the results were LDHA block 10.2.
Screening COc1cc(/C=C(\C#N)C(=O)c2ccccc2)ccc1OCc1ccccc1 returned LDHA block -1.2.
`COc1ccc(C(C)=O)cc1COC(=O)C12CC3CC(CC(Br)(C3)C1)C2` gave LDHA block 10.5.
`COc1ccc(Cn2c(Oc3ccc(C)c(C)c3)nc3c2c(=O)n(C)c(=O)n3C)cc1` gave LDHA block 0.4.
`COc1ccc(C(=O)COC(=O)c2c(Cl)cccc2Cl)c(OC)c1` gave LDHA block 6.5.

This is a subset; the hit share may differ from the screen's.
